NLRP3 yeast inh = NALP3 inhibition in yeast. Yeast reconstituted NLRP3/ASC/caspase-1, beta-gal luminescence, 24 h. hit rate 0.39% among 330,000. inhibition, % at 10 µM;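 active = inhibition of 50% or more; inactive = inhibition below 50%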;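 note: plate controls were induced DMSO wells for no effect and uninduced yeast grown without galactose for full effect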
tim10-1 inh = tim10-1 yeast growth inhibition. hit rate 2.2% among 330,000. inhibition, % at 20 µM. S. cerevisiae tim10-1 ts strain growth, BacTiter-Glo, 24 h. AID 463190;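 active = inhibition of at least 40%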;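 note: mutant grown at 25 °C; 0% = DMSO wells with yeast and 100% = wells holding no yeast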
APJ ag = agonists of human APJ apelin receptor | P35414 | CHO-K1 APJ PathHunter beta-arrestin, luminescence; 0% DMSO wells, 100% apelin | activation, % at 20 µM | hit rate 0.11% among 330,000 | AID 2520;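 active = activation more than six SD over the plate average, tested at 20 µM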;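 note: 0% = DMSO alone and 100% = apelin-13 at 10 nM; some results filed as inactive read as strong as hits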
Target sequence (P35414 whole entry, looked up): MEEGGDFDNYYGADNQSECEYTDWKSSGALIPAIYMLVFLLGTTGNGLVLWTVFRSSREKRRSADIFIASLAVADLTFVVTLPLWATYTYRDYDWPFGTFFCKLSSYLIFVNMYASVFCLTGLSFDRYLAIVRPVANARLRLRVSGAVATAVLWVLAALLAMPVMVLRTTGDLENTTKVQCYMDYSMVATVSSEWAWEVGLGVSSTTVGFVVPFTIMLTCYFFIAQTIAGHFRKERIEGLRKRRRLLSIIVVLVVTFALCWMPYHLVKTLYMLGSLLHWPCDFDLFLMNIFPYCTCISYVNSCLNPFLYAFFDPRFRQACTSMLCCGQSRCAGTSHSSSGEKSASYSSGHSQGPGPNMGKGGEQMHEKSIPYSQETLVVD
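Material: CHO-K1 APJ beta-arrestin complementation cell line; Input: cell density 1000 per well; Incubation: compound stimulation 90 min at 25 °C, detection 60 min; Signal: luminescence from split beta-galactosidase complementation, Galacton Star/Emerald II substrate; Controls: DMSO-only wells as negative, 10 nM Apelin-13 as positive control.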
beta cell repl = induces beta-cell replication in MIN6 cells; MIN6 cells proliferation, ATPlite luminescence, 48 h; cells starved in 0.2% serum; 100% = growth in 10% serum; proliferation, % at 10 µM; hit rate 0.29% among 330,000; AID 2380;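 active = compounds whose signal lies at least 3.5 SD above the mean of all wells on their plate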;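 note: 0% = DMSO-treated cells in low-serum medium and 100% = 10% serum control; some compounds called inactive have numbers as strong as hits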
TIM10 inh = inhibits growth of TIM10 yeast strain; hit rate 1.4% among 330,000; S. cerevisiae TIM10 strain growth, BacTiter-Glo luminescence, 24 h; inhibition, % at 10 µM;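 active = inhibition of 40% or more at the single tested concentration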;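 note: wild-type TIM10 isogenic control strain grown at permissive 25 °C; 0% = DMSO yeast wells and 100% = minimal medium wells without yeast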
NR3A LBD binder = modulators (binders) of human NR3A ligand-binding domain; NR3A LBD differential scanning fluorimetry, Tm shift; 0% = protein alone, 100% = glycine-bound protein; Tm shift relative to glycine control, % at 25 µM; hit rate 2.5% among 340,000;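 active = melting temperature shift of at least 10% of the positive control shift, at one fixed dose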
tim23-1 inh = inhibits growth of tim23-1 mutant yeast | S. cerevisiae tim23-1 growth, BacTiter-Glo luminescence, 24 h | inhibition, % at 20 µM | hit rate 1.3% among 330,000;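 active = growth inhibition of the mutant yeast at or above 50%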;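 note: temperature-sensitive mutant grown at 25 °C; plate controls were DMSO-treated mutant yeast for no effect and medium wells lacking yeast for full effect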
MPTP inh = inhibitors of mitochondrial permeability transition pore | isolated mouse mitochondria, Ca2+ swelling absorbance, 30 min | inhibition, % at 10 µM | hit rate 1.4% among 360,000;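 active = inhibition of 50% or more, scaled per plate between neutral and stimulator controls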;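 note: 0% = DMSO wells given calcium and 100% = 1 mM EGTA wells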
APJ antagonist = blocks the human apelin receptor APJ; P35414; inhibition, % at 20 µM; CHO-K1 APJ beta-arrestin complementation, luminescence; hit rate 0.32% among 330,000;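 active = inhibition above about 40% at 20 µM, limit read from the data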;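 note: cells challenged with 10 nM apelin-13 agonist together with compound; plate controls were apelin-13 plus DMSO wells for no effect and DMSO wells lacking apelin-13 for full effect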
Active calls of the source: *; x = not tested or not shown.

SMILES	NLRP3 yeast inh	tim10-1 inh	APJ ag	beta cell repl	TIM10 inh	NR3A LBD binder	tim23-1 inh	MPTP inh	APJ antagonist
COc1ccc(C(F)(F)F)cc1N/C=C\c1nnnn1-c1ccccc1	10	23	-4	-4	11	1	13	0.8	1
CCOC(=O)N1CCN(C(=O)C2CCN(Cc3nc(-c4ccccc4C)oc3C)CC2)CC1	5	7	-3	-1	5	1	18	-0.6	10
O=C(CN(C(=O)c1csnn1)c1ccccc1Cl)NC1CCCC1	22	-3	2	0	-1	1	5	-2.9	18
Cc1ccnc(NS(=O)(=O)c2ccc(NC(=O)C34CC5CC(C)(CC(C)(C5)C3)C4)cc2)n1	4	19	-1	0	25	-6	10	3.0	1
O=C(O)Cc1c(-c2ccccc2)c2cc(Br)ccc2[nH]c1=O	2	-2	-2	0	7	-6	5	1.4	-2
COc1ccc(CN(C(=O)c2cc(=O)c3ccccc3o2)C2CCS(=O)(=O)C2)cc1 (stereo unspecified)	3	16	-5	6	-3	3	7	-0.8	31
O=C(Nc1ccc2ccccc2c1)C(=O)C1C(=O)Nc2ccccc21 (stereo unspecified)	28	-18	-2	-3	32	x	7	x	31
O=C(NCc1ccccn1)C(=O)NCC1OCCN1C(=O)c1ccc(Cl)cc1 (stereo unspecified)	-2	3	3	2	1	-1	-1	-1.0	7
COc1ccc(/C=N/Nc2ccccc2)cc1Cn1nc(C)c([N+](=O)[O-])c1C	13	39	-4	-3	15	-9	17	-1.9	8
O=C(Nn1cnnc1)C1Cc2ccccc2CN1S(=O)(=O)c1ccc(F)cc1 (stereo unspecified)	-3	15	-2	2	5	-3	0	1.0	21
O=C(COc1ccc2c(-c3ccccc3)cc(=O)oc2c1)NC(Cc1c[nH]c2ccccc12)C(=O)O (stereo unspecified)	-11	0	2	0	9	-1	4	0.2	4
CCC1CCCCN1CCCNC(=O)c1c(O)nc2cc(C)ccn2c1=O (stereo unspecified)	2	-35	-1	-3	0	0	0	0.1	-10
CCCCn1c(=N)n(CC(O)COc2ccccc2)c2ccccc21 (stereo unspecified)	17	1	-2	-3	-1	0	0	76*	-7
O=C(O)COc1ccccc1/C=N/NC(=O)CSc1nc2ccccc2n1Cc1ccc(Cl)cc1	-1	19	-5	-1	16	-2	14	4.9	9
CN(C(=O)c1ccccc1-c1ccccc1C(=O)O)c1ccccc1	10	10	-3	-3	-5	-3	13	-1.5	14
CC(Oc1ccc(Br)cc1)C(=O)N(C)CC(=O)Nc1ccc(N2CCOCC2)cc1 (stereo unspecified)	-7	-15	-3	0	-7	2	-21	0.0	6
CCN(CC)CCN(C(=O)c1ccc2c(c1)OCCO2)c1nc2cc(C)cc(C)c2s1	24	23	-3	-4	22	2	18	1.7	1
Cc1ccccc1C(=O)NNC(=O)CSc1nc2ccccc2c(=O)[nH]1	-4	-10	1	3	-15	-1	16	1.7	6
COc1cccc(-c2nnc3n2N=C(C(C)(C)C)CS3)c1	15	28	-4	0	24	2	32	3.3	8
COC(=O)c1c(C)n(-c2ccc(C)cc2)c2ccc(O)cc12	17	27	0	-5	26	-5	33	-0.3	-30
CCCCOc1ccc(/C=C(\C#N)C(=O)NC2CC2)cc1	30	18	4	-3	21	-3	25	7.8	12
Cc1ccc(C(NC(=O)N2CCOCC2)C(Cl)(Cl)Cl)cc1F (stereo unspecified)	-2	24	-1	0	18	0	15	1.5	12
O=C1C(SCCO)=C(SCCO)C(=O)c2ccccc21	32	86*	19	-8	52*	-10	80*	5.2	24
COc1c2ccoc2nc2c(OC)c(O)ccc12	0	-19	2	3	0	-2	9	-0.2	10
CC(C)Cn1c(N)c(C(=O)CSc2nncs2)c(=O)n(C)c1=O	19	3	0	-2	2	0	12	-1.7	9
Later entries
SMILES	NLRP3 yeast inh	tim10-1 inh	APJ ag	beta cell repl	TIM10 inh	NR3A LBD binder	tim23-1 inh	MPTP inh	APJ antagonist
CCN1CCN(c2ccc(S(=O)(=O)N3CCCCC3)cc2NC(=O)c2sccc2C)CC1	21	5	-2	-2	5	0	7	-0.3	23
COCCCNCCOc1ccc(C(C)(C)c2ccccc2)cc1	23	-58	-2	-5	-37	-2	-29	97*	16
O=C(O)c1cccc(N/N=C(\N=Nc2ccccc2)c2ccccc2)c1	26	34	-13	-2	3	-12	53*	5.1	38
CC(NC(=O)c1ccccc1)C(=O)OCC(=O)N1c2ccccc2Sc2ccccc21 (stereo unspecified)	-4	24	0	0	27	-6	29	0.2	23
CCOc1cc(CNS(=O)(=O)c2cn(C)cn2)cc(OCC)c1OCC	20	-3	-2	-3	2	-1	6	-0.3	1
CCOC(=O)Cc1csc(NS(=O)(=O)c2ccccc2)n1	9	5	-7	-2	9	1	9	-0.7	18
CC(=O)Nc1ccc(NS(=O)(=O)c2cc(-c3n[nH]c(=O)c4ccccc34)ccc2C)cc1	-17	13	-1	-1	0	-3	3	2.1	8
CCN(C(=O)c1c(OC)cccc1OC)c1nnc(-c2cccnc2)s1	28	-1	-6	-1	18	1	17	0.4	12
Cc1ccc(/C=C/C(=O)NC(=S)Nc2ccccc2C(=O)NC2CCCCC2)cc1	-4	7	3	-3	9	1	12	0.7	14
O=C(CSCc1ccccc1Cl)Nc1c[nH]c(=O)[nH]c1=O	-14	9	-2	-2	0	1	-9	-0.3	16
Nc1ccc(-c2nc3ccc(N)cc3s2)cc1	-10	16	2	-6	29	-7	25	-0.5	-37
CCN(CC)C(=O)Nc1cnc2ccccc2c1	10	3	-4	-1	1	0	-9	0.1	-16
C[C@@H](C(=O)OCn1nnc2ccccc2c1=O)N1C(=O)C2CCCCC2C1=O (stereo partly specified)	11	27	-2	0	4	0	1	-0.4	15
COCCN(C(=O)C1CCN(C(=O)c2ccccc2C)CC1)c1c(N)n(CC(C)C)c(=O)[nH]c1=O	18	-7	-3	-2	1	2	4	0.1	-4
CC(=O)NCCC(=O)N1CCc2c([nH]c3ccccc23)C1c1cccc(C)c1 (stereo unspecified)	4	15	-2	1	17	-3	8	0.8	-7
COc1ccc(C(=O)C(c2ccccc2)N2CCOCC2)cc1 (stereo unspecified)	-49	26	0	1	1	0	0	3.9	19
COC(=O)c1ccc(-c2ccc(F)cc2)nc1C	7	1	-3	3	17	-2	20	0.1	-29
CCOC(=O)N1CCN(C(=S)NC(=O)c2cccc(OC)c2)CC1	10	-1	-2	4	-4	0	2	0.1	5
Cc1cc(C)n(-c2nnc3c4ccccc4n(C)c3n2)n1	5	-11	0	-3	26	0	24	-0.3	1
C[C@@H]1COC(=O)[C@@H](CC(=O)OC(C)(C)C)C/C=C\C[C@@H](CC(=O)N[C@@H](CO)Cc2ccccc2)C(=O)N1	3	8	-4	1	-4	-4	15	-0.2	14
Cc1ccc(NC(=O)C2=C(O)c3ccccc3N(C)S2(=O)=O)cc1	14	1	1	-4	-4	-7	3	-0.4	12
S=C(NCc1ccccn1)Nc1ccc(Cl)c(Cl)c1	35	33	3	-4	27	-5	56*	2.9	-1
Cn1c(=O)c2c(ncn2CC(=O)N/N=C/c2ccco2)n(C)c1=O	4	8	-2	0	2	0	0	0.2	8
Cc1ccc(-n2c(O)c(/C=C3/C(c4ccccc4)=Nc4ccccc43)c(=O)[nH]c2=O)cc1	49	-56	4	0	7	-10	26	2.5	6
CNc1ccc(Br)cc(C(=O)/C=C/c2ccc(OC)cc2OC)c1=O	-8	8	6	-5	2	-2	5	5.2	-36
Following part.
SMILES	NLRP3 yeast inh	tim10-1 inh	APJ ag	beta cell repl	TIM10 inh	NR3A LBD binder	tim23-1 inh	MPTP inh	APJ antagonist
COc1ccccc1-c1ccc(SCC(=O)NC2CCCCC2)nn1	15	22	-7	2	-9	1	22	0.0	-4
COc1ccc(C(=O)Nc2ccnn2C2CCN(Cc3ccncc3)CC2)cc1	8	0	2	8	7	2	12	-2.2	-21
CN(CC(=O)NCc1ccc(Cl)cc1)S(=O)(=O)c1cccc2nsnc12	-2	18	-4	-1	-13	1	9	-0.6	8
CCCCn1c(=O)n(CC(=O)Nc2c(CC)cccc2CC)c(=O)c2c1nc(CO)n2CCC	13	-9	-1	-2	1	-1	-5	0.0	4
COc1ccc(NC(=S)N/N=C2\CC(C)(C)Oc3ccc(O)cc32)cc1	6	35	-2	0	41*	-4	16	8.1	20
CC1(C)CC(=O)c2c(O)cc(OCC(=O)NCCc3ccc(S(N)(=O)=O)cc3)cc2O1	9	-1	-4	3	-9	0	-6	-0.8	-14
CCOC(=O)CC(NS(=O)(=O)c1ccc2[nH]c(=O)sc2c1)c1ccc(C)cc1 (stereo unspecified)	11	16	-3	-1	-6	-3	20	1.9	3
CC1(C)NC(=O)N(CCCCOc2ccc3ccccc3c2Cl)C1=O	23	38	-5	-6	13	-8	32	6.5	-11
Cc1cccc(NC(=O)c2ccc(S(=O)(=O)C(F)F)cc2)c1C	35	-15	-3	-1	-7	3	12	1.6	-10
CCOC(=O)CSc1nc2ccccc2c(=O)n1C1CCCC1	-12	17	-2	5.3*	27	0	18	0.4	0
O=C1[C@@H]2CSCN2C(=O)CN1Cc1c(F)cccc1Cl	9	-3	-1	0	2	2	3	0.0	4
COC(=O)[C@H](C)NC(=O)Nc1ccc(OC(F)(F)F)cc1	2	-9	-3	-4	-8	2	-2	0.6	-1
COc1cccc(NC(=O)CSc2ccc(-c3ccco3)nn2)c1	16	15	4	-4	-5	0	36	-3.5	-36
CCOc1ccc(S(=O)(=O)N(C)CCO)cc1-c1nc2c(C(C)(C)C)nn(C)c2c(=O)[nH]1	-13	-6	4	0	-8	-1	0	-1.6	26
CC(=O)Nc1ccc(C(O)(C(F)(F)F)C(F)(F)F)cc1	8	28	0	0	6	-3	4	0.4	0
Cc1nnc(N2C(=O)C(O)=C(C(=O)c3ccco3)C2c2cccc3ccccc23)s1 (stereo unspecified)	-8	3	0	-1	12	-1	7	3.7	-3
COC(=O)CSC1=C(C#N)C(c2ccc(F)cc2)CC(=O)N1 (stereo unspecified)	18	32	0	2	4	-1	36	-0.3	-1
O=C(COC(=O)c1cc(=O)[nH]c2ccccc12)NCc1ccccc1Cl	14	-2	-3	0	2	1	-9	-0.5	9
COc1ccc2[nH]cc(CCNS(=O)(=O)c3ccc(C)cc3)c2c1	3	4	0	-1	-5	-34	0	5.2	11
O=C(N/N=C(\c1ccccc1)c1cccnc1)C(O)(c1ccccc1)c1ccccc1	1	18	-2	0	6	-4	23	-0.4	8
CN(NS(=O)(=O)c1ccc(F)cc1)c1ncc(C(F)(F)F)cc1Cl	21	16	0	1	12	0	10	0.3	8
CC(=O)ON1C(C)(C)CC(OC(=O)c2ccccc2)CC1(C)C	29	20	-2	0	21	1	11	-1.5	11
CN(CC(=O)Nc1ccc(S(N)(=O)=O)cc1)Cc1ccccc1F	7	8	-1	-2	9	-1	13	2.4	4

Part of the list above in order of formula weight, lowest first.
SMILES	NLRP3 yeast inh	tim10-1 inh	APJ ag	beta cell repl	TIM10 inh	NR3A LBD binder	tim23-1 inh	MPTP inh	APJ antagonist
CC(=O)Nc1ccc(C(O)(C(F)(F)F)C(F)(F)F)cc1	8	28	0	0	6	-3	4	0.4	0
O=C1[C@@H]2CSCN2C(=O)CN1Cc1c(F)cccc1Cl	9	-3	-1	0	2	2	3	0.0	4
CC(=O)ON1C(C)(C)CC(OC(=O)c2ccccc2)CC1(C)C	29	20	-2	0	21	1	11	-1.5	11
COC(=O)CSC1=C(C#N)C(c2ccc(F)cc2)CC(=O)N1 (stereo unspecified)	18	32	0	2	4	-1	36	-0.3	-1
O=C(N/N=C(\c1ccccc1)c1cccnc1)C(O)(c1ccccc1)c1ccccc1	1	18	-2	0	6	-4	23	-0.4	8
Cc1nnc(N2C(=O)C(O)=C(C(=O)c3ccco3)C2c2cccc3ccccc23)s1 (stereo unspecified)	-8	3	0	-1	12	-1	7	3.7	-3
